High-throughput results deposited in PubChem by The Scripps Research Institute Molecular Screening Center.
FBW7 act: human FBW7 E3 ligase activation, primary screen; Q969H0; AlphaScreen FBW7–phospho-cyclin E peptide binding, activator screen; normalized activity (activation), % at 26.1 µM; hit rate 0.13% among 650,000; in the data active = normalized activity above about 1.9%;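 note: purified mutant Fbw7 with reduced substrate affinity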
Target sequence (Q969H0 whole entry, looked up): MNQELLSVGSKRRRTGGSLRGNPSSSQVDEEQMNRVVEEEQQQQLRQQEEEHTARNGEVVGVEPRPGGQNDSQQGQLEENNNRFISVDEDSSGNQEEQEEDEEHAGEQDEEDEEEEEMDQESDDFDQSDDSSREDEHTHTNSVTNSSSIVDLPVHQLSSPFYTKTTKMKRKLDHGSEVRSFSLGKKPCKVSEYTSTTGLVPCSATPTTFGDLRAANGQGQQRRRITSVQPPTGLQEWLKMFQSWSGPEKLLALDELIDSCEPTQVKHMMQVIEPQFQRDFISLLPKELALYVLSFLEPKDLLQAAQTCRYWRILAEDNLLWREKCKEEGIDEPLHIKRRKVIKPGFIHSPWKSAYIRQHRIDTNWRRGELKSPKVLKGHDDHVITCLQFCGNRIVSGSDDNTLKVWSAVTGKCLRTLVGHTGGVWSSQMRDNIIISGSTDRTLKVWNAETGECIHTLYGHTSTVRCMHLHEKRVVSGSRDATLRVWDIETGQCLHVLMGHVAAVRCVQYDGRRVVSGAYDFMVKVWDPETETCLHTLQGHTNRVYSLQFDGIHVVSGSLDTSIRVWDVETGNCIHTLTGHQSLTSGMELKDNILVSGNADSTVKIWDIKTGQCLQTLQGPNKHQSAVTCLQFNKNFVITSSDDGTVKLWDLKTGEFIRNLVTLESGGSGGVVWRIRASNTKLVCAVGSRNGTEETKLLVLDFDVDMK
TEAD-YAP block: TEAD-YAP interaction inhibition; HEK-TIYL cells, TEAD-Gal4/YAP UAS-luciferase luminescence; inhibition, % at 9.12 µM; hit rate 1.4% among 640,000; AID 1259422; in the data active = inhibition above about 32%;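 note: 0% = median of test compound wells and 100% = reference inhibitor wells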
GPR151 activ: activates the human receptor GPR151; Q8TDV0; PathHunter beta-arrestin GPR151 cells, luminescence; activation, % at 11.2 µM; hit rate 1% among 650,000; in the data active = activation above about 4.9%;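 note: 0% = median of compound wells and 100% = cells with positive control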
Target sequence (Q8TDV0 whole entry, looked up): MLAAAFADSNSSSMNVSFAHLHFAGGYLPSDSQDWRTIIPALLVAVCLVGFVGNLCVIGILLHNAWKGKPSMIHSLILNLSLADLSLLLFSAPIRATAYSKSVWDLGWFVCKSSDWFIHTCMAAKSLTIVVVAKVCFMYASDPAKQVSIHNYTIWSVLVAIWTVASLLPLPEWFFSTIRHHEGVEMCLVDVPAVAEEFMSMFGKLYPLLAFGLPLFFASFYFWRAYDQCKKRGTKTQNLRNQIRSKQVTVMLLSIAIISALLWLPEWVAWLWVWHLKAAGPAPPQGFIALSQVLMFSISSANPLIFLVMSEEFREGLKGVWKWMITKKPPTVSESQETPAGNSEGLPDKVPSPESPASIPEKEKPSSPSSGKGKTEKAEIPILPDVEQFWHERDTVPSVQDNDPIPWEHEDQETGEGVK
MITF inh: human MITF inhibition, primary screen; O75030; AlphaScreen MITF homodimerization, bead proximity signal; inhibition, % at 2.6 µM; hit rate 0.91% among 650,000; in the data active = inhibition above about 50%;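 note: 0% = vehicle wells with protein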
The depositor's hits bear a star; & = joins results of further samples.

SMILES	FBW7 act	TEAD-YAP block	GPR151 activ	MITF inh
c1ccc(CN2CCC(Nc3cc(NC4CCN(Cc5ccccc5)CC4)ncn3)CC2)cc1	0.3	11	-1.4	8
COc1ccc(O)c(/C=N\NC(=O)c2nc3nc(C)cc(C)n3n2)c1	-1.2	0	0.7	33
O=C(O)CCCNS(=O)(=O)c1cccc2cccnc12	0.3	-9	1.5	-11
CCOC(=O)C(C(=O)OCC)c1cc(Nc2ccc(C)cc2)c2c3c(onc13)-c1ccccc1C2=O	-0.5	18	1.6	16
CCN(CC)C(=O)C1CCCN(Cc2ccccc2C(F)(F)F)C1 (centres undefined)	0.0	12	-1.1	22
CCSc1ccc2nnc(-c3ccc(OC)c(OC)c3)n2n1	0.1	-24	0.1	-2
CC(=O)Nc1ccc(Nc2nc(-c3ccccc3)nc3ccccc23)cc1	0.0	8	0.7	2
CCc1ccc2c(c1)C1(SC(NC(C)=O)=NN1C(C)=O)C(=O)N2C (centres undefined)	0.2	0	0.3	-7
O=C(Nc1cccc(N2CCCC2=O)c1)c1cccc2ccccc12	0.0	-14	1.7	29
CS(=O)(=O)Nc1ccc(-c2nnc(SCC(=O)N3CCCCC3)o2)cc1	0.0	0	0.6	11
Cc1cccc2cc(C#N)c(NCCNC(=O)CCC(=O)O)nc12	0.2	-6	-0.5	2
Cn1c(=O)c2nc(-c3cccs3)nnc2n(C)c1=O	-0.1	1	-7.8	2
O=S(=O)(c1cccc2cccnc12)N1CCN(c2ccc(F)cc2)CC1	0.0	2	0.8	1
Cc1cccc(N2CCN(C(=S)NCCN(C)C)CC2)c1C	-0.1	1	-0.3	-5
O=C(Cn1cnc2scc(-c3ccccc3)c2c1=O)Nc1ccc(F)cc1	0.4	3	-0.1	13
O=C(N/N=C/c1cccnc1)c1ccc(Cl)c(Cl)c1	-0.1	17	2.8	2
Nc1ccc(S(=O)(=O)Nc2ccnn2-c2ccccc2)cc1	0.4&0.2&0.0&0.5	-14&-7&-5	3.3&-1.0&2.0&1.8	-13&13&-10&18
CC(=O)c1ccc(NC(=O)CSc2cn(CC(=O)N3CCCCC3)c3ccccc23)cc1	0.4	-4	2.2	5
O=[N+]([O-])c1cc(Cl)cc(/C=N/Nc2ccc(F)cc2)c1O	-0.3	4	-1.4	2
O=c1/c(=C/c2ccc(Br)cc2)sc2ncnn12	0.0	-4	0.6	10
CC(=O)Oc1ccccc1C(=O)NCCc1ccc(S(N)(=O)=O)cc1	-0.8	-3	3.2	-3
COc1ccc(Br)cc1C1Nc2ccccc2NC2=C1C(=O)CC(C)(C)C2 (centres undefined)	1.4	6	-2.0	21
CCOC(=O)c1c(NC(=O)c2ccc(F)cc2)sc(C)c1C	0.0	6	0.3	4
CC1CCCC(C)N1C(=O)[C@H]1C[C@@H](c2cccs2)NS(=O)(=O)N1C (some centres undefined)	-0.2	-2	1.2	-4
CCOC(=O)c1[nH]c(C)c(CN(CCc2ccccc2)C(=O)CCC(=O)O)c1C	-0.1	2	0.1	13
Cc1[nH][nH]c(=O)c1C(c1cccc(I)c1)c1c(C)[nH][nH]c1=O	-0.8	7	0.1	7
O=C(NCc1ccc2c(c1)OCO2)c1cc2ncc(Br)cn2n1	0.7	-10	0.8	1
O=C(C1CC=CCC1)N1CCCC(c2ncncc2-c2ccncc2)C1 (centres undefined)	0.1	4	-1.1	15
CN1CCN(c2ccc(-c3cc(C(=O)Nc4ccc(Oc5ccccc5)cc4)ccn3)cc2)CC1	-0.1	6	0.5	6
Cc1ccc(COc2ccc3c4c(c(=O)oc3c2)CCCC4)cc1	0.1	-19	-0.6	10
O=C(C1CCN(c2nc3ccccc3n3cccc23)CC1)N1CCc2ccccc21	-0.2	5	0.6	-2
COc1ccc(C2C(C(=O)Nc3ccc(C(C)C)cc3)c3ccccc3C(=O)N2C2CCCCC2)cc1 (centres undefined)	0.1	-23	1.7	14
COc1ccc(-c2nnc(SCC#N)n2C2CCCCC2)cc1	0.2	-4	-2.4	9
CCCCSc1nnc2c(n1)OC(c1c(C)nn(-c3ccccc3)c1Cl)Nc1ccccc1-2 (centres undefined)	0.0	-5	-0.8	13
COc1ccc(-c2noc(CN(C(=O)c3ccc(C)c([N+](=O)[O-])c3)C(C)C)n2)cc1	0.1	8	0.4	1
c1cc(Nc2nccc(NCCN3CCOCC3)n2)ncn1	0.0	-11	-1.6	10
CCOc1cc(C=O)cc(I)c1OC(=O)c1cccc([N+](=O)[O-])c1	-0.1	4	-0.3	3
CCOc1ccc(C(c2nnnn2CCOC)N2CCN(c3ccc(F)cc3)CC2)cc1 (centres undefined)	0.0	-1	0.7	0
CC(C)c1ccc(/C=C(\C#N)c2nc(-c3cc4ccccc4oc3=O)cs2)cc1	0.1	-1	-0.6	6
CCOc1ccc(C(=O)NC(=S)Nc2ccccc2OC)cc1[N+](=O)[O-]	-0.1	-5	0.0	-2
COc1ccc(C)cc1NS(=O)(=O)c1cnc[nH]1	-0.3	-5	-1.0	-6
Cc1cc(N2CCCC2)nc2ccc(NC(=S)NCCN(C)C)cc12	0.0	9	-0.9	6
Cc1cccc(-c2nc3ccccc3c(=O)n2NC(=O)c2ccc([N+](=O)[O-])cc2Cl)c1	-0.1	2	1.4	-4
Cc1c(NC(=O)C2CCN(S(=O)(=O)c3cnc[nH]3)CC2)c(=O)n(-c2ccccc2)n1C	0.1	9	1.2	5
COC(=O)c1ccc(/C=N/NC(=O)c2cc(-c3c(C)nn(-c4ccccc4)c3C)n[nH]2)cc1	0.1	10	-1.9	15
COc1ccc(-n2nc(C(=O)NCC(=O)N3CCN(c4ccccc4OC)CC3)c3ccccc3c2=O)cc1Cl	0.0	7	-0.7	18
COc1ccc(-c2nc(NCc3nc4ccccc4[nH]3)c3ncn(C(C)C)c3n2)cn1	0.3	48*	2.1	11
CC1(C)C2CCC1(CS(=O)(=O)NCc1ccc(C(=O)O)cc1)C(=O)C2 (centres undefined)	0.0	-1	0.3	-3
CCC(C)NC(=O)c1c(C)nc2cc(C)ccn12 (centres undefined)	0.3	3	-0.7	15
O=C1C2C(C(=O)N1c1cccc(Br)c1)C1C=CC2C12CC2 (centres undefined)	-0.1	1	-0.6	4
COc1ccc(-c2noc(N3CCCC(C(=O)N4CCCCCC4)C3)n2)cc1 (centres undefined)	0.0	5	0.4	4
CCC(C)(C)n1nnnc1CN(Cc1cccnc1)Cc1cc2cccc(C)c2[nH]c1=O	-0.1	2	0.0	-1
Cc1ccc([N+](=O)[O-])cc1NC(=O)CN(c1ccc(F)c(Cl)c1)S(C)(=O)=O	0.1	-4	0.2	-15
Cn1c(=O)c2c(nc(NCCCO)n2Cc2ccc(Br)cc2)n(C)c1=O	-0.1	-1	0.1	6
COC(=O)c1nnn(CC(=O)Nc2ccccc2)c1N	-0.1	5	-0.3	-6
CCN(c1ccccc1)S(=O)(=O)c1ccc2[nH]cc(C(=O)NC(C)C)c(=O)c2c1	-0.3	-3	0.0	10
CCCCNC(=O)c1ccc2c(c1)NC(=O)C(CS(=O)(=O)Cc1ccccc1Cl)N2 (centres undefined)	0.3	1	-0.2	-16
Fc1ccc(-c2cn(-c3ccccc3)c3[n+]2CCCS3)cc1	0.0	11	1.6	11
COC(=O)C(NC(=O)c1ccc(Cl)cc1)(Nc1sc2c(c1C(N)=O)CCCC2)C(F)(F)F (centres undefined)	-0.1	-15	-1.1	-8
COc1cccc(/C=N/NC(=O)COc2cccc(C)c2)c1	0.1	-8	0.1	-7

More entries.
SMILES	FBW7 act	TEAD-YAP block	GPR151 activ	MITF inh
COc1ccc(N/N=C(\C#N)C(=O)Nc2ccccc2C(=O)O)cc1Cl	0.1	8	0.7	1
O=C(COc1ccccc1)NCCc1nnc2n1CCN(Cc1ccccn1)CC2	-0.2	-6	-0.2	14
O=C(COc1ccccc1[N+](=O)[O-])OCC(=O)c1ccc(F)cc1	0.0	-4	-0.3	-1
COc1ccc(/C=C(\NC(=O)c2ccc(C)cc2)C(=O)Nc2ccc(C(C)=O)cc2)cc1	0.1	11	-0.8	10
CCN(CC)CCCN1C(=O)C(O)=C(C(=O)c2ccc(C)o2)C1c1ccco1 (centres undefined)	0.2	0	0.4	24
c1ccc(-c2nc3ncnc(Nc4ccc(N5CCOCC5)cc4)c3[nH]2)cc1	0.0	8	0.1	13
CCNC(=O)NC1(C(=O)Nc2ccc3c(c2)OCCO3)CCCCC1	-0.1	3	-1.7	8
COc1ccc(NC(=O)COC(=O)C23CC4CC(CC(O)(C4)C2)C3)cc1	-0.1	-7	0.2	-3
COc1ccc(C2=NN(C(=O)CCC(=O)O)C(c3ccc(OC)c(OC)c3)C2)cc1OC (centres undefined)	-0.1	5	-1.0	-5
O=C(O)C1CC(=O)N(CCOc2ccccc2)C1 (centres undefined)	0.3	-2	-0.6	34
Clc1nnnc2c1sc1nc(N3CCOCC3)c3c(c12)CCCC3	0.0	0	-0.1	10
COc1cc(C(=O)NC2CC(C)CCC2C)cc(OC)c1OC (centres undefined)	0.1	8	2.1	-10
COc1ccc(C2=N/C(=C\c3cccc([N+](=O)[O-])c3)C(=O)N2c2cccc(C(C)=O)c2)cc1Br	0.1	-4	0.1	-9
O=C(NC1CC1)c1cnc(Nc2ccc3ncccc3c2)s1	-0.1	-37	6.3*	2
CC1=C(C(=O)OC2CCCC2)C(c2ccc(O)c([N+](=O)[O-])c2)C2=C(CCCC2=O)N1 (centres undefined)	0.1	12	1.4	8
COc1ccc(NC(=O)CCN2C(=O)c3ccccc3S2(=O)=O)c(OC)c1	0.0	-4	1.0	5
COc1ccc(OC)c(NC(=O)C2=C(C)NC(=O)NC2c2ccc(OC)cc2OC)c1 (centres undefined)	-0.1	-4	0.1	10
O=[N+]([O-])c1ccc(S(=O)(=O)NNC(=S)NCCc2ccccc2)cc1	0.0	2	-1.8	1
COc1ccccc1CNC(=O)CN1C(=O)C2C3C=CC(C3)C2C1=O (centres undefined)	-0.1	11	0.5	-5
CC1(C)C(=O)OC(c2ccccc2)C2(CCCC2)C1=O (centres undefined)	0.1	-1	6.0*	-3

13 compounds from above, sorted by SMILES length, high to low.
SMILES	FBW7 act	TEAD-YAP block	GPR151 activ	MITF inh
COc1ccc(C2=N/C(=C\c3cccc([N+](=O)[O-])c3)C(=O)N2c2cccc(C(C)=O)c2)cc1Br	0.1	-4	0.1	-9
CC1=C(C(=O)OC2CCCC2)C(c2ccc(O)c([N+](=O)[O-])c2)C2=C(CCCC2=O)N1 (centres undefined)	0.1	12	1.4	8
COc1ccc(/C=C(\NC(=O)c2ccc(C)cc2)C(=O)Nc2ccc(C(C)=O)cc2)cc1	0.1	11	-0.8	10
COc1ccc(C2=NN(C(=O)CCC(=O)O)C(c3ccc(OC)c(OC)c3)C2)cc1OC (centres undefined)	-0.1	5	-1.0	-5
COc1ccc(OC)c(NC(=O)C2=C(C)NC(=O)NC2c2ccc(OC)cc2OC)c1 (centres undefined)	-0.1	-4	0.1	10
CCN(CC)CCCN1C(=O)C(O)=C(C(=O)c2ccc(C)o2)C1c1ccco1 (centres undefined)	0.2	0	0.4	24
c1ccc(-c2nc3ncnc(Nc4ccc(N5CCOCC5)cc4)c3[nH]2)cc1	0.0	8	0.1	13
COc1ccc(N/N=C(\C#N)C(=O)Nc2ccccc2C(=O)O)cc1Cl	0.1	8	0.7	1
COc1ccccc1CNC(=O)CN1C(=O)C2C3C=CC(C3)C2C1=O (centres undefined)	-0.1	11	0.5	-5
Clc1nnnc2c1sc1nc(N3CCOCC3)c3c(c12)CCCC3	0.0	0	-0.1	10
CC1(C)C(=O)OC(c2ccccc2)C2(CCCC2)C1=O (centres undefined)	0.1	-1	6.0*	-3
O=C(NC1CC1)c1cnc(Nc2ccc3ncccc3c2)s1	-0.1	-37	6.3*	2
O=C(O)C1CC(=O)N(CCOc2ccccc2)C1 (centres undefined)	0.3	-2	-0.6	34

The list continues:
SMILES	FBW7 act	TEAD-YAP block	GPR151 activ	MITF inh
CCOc1ccc(CN2CCN(C3CCN(C(C)C)CC3)C(CCO)C2)cc1 (centres undefined)	-0.1	2	1.8	2
Cc1cc([N+](=O)[O-])ccc1N1CCN(S(=O)(=O)c2ccccc2)CC1	0.0	-8	0.6	12
CCn1cc(C(=O)Nc2ccc(S(=O)(=O)NC(=O)c3ccccc3)cc2)c(=O)c2ccc(C)nc21	0.0	5	1.0	3
COc1ccc(CCNC(=O)CCCCCn2c(=S)[nH]c3ccc(Br)cc3c2=O)cc1OC	-0.1	-10	1.8	1
CCOc1ccc(NC(=O)C2=C(C)NC(=O)NC2c2ccccc2)cc1 (centres undefined)	-0.2	-3	0.1	-4
O=C(O)c1cc(N2C(=O)c3cccc4cc(Br)cc(c34)C2=O)ccc1O	0.1	-1	1.4	5
CCN(CC)CCSc1nc(CC(C)C)nc2c1c(=O)n(C)c(=O)n2C	0.3	-8	-1.1	3
CC(=O)N/N=C/c1cc(C)n(-c2cccc(Cl)c2)c1C	-0.1	-1	-0.3	14
O=C(O)c1ccc(OC(=O)c2ccc3c(c2)C(=O)N(c2ccccc2)C3=O)cc1	-0.1	-2	-0.6	7
COCCN1C(=O)C(=O)/C(=C(\O)c2ccc(Cl)cc2)C1c1ccc(OCC(N)=O)cc1 (centres undefined)	0.0	-4	0.8	10
O=C(N/N=C/c1ccc([N+](=O)[O-])o1)c1cccc(F)c1	0.4	-24	-1.7	1
COc1ccc2[nH]c(=O)c(CN(Cc3cccs3)C(C)=O)cc2c1	0.0	16	-0.6	-10
COC(=O)CN(c1ccc(C(C)C)cc1)S(=O)(=O)c1c(C)[nH]c(=O)[nH]c1=O	0.0	5	-0.8	5
COC(OC)C12c3ccccc3C(c3ccccc31)C1C(=O)N(c3cccc(Cl)c3)C(=O)C12 (centres undefined)	0.1	3	0.8	9
COC(=O)Cn1cnc2scc(-c3ccccc3)c2c1=O	-0.1	1	0.5	-7
Cn1ccnc1CNC(=O)CCc1nnc(-c2ccc(-c3ccccc3)cc2)o1	-0.1	4	4.6	7
